Source: PubChem
Growth percent in the NCI-60 one-dose screen (48 h, 10 µM unless noted): 100 = growth as untreated, 0 = no growth, -100 = all killed.
LOX IMVI = LOX IMVI melanoma; actives 7.4% (n = 79,000)
MALME-3M = MALME-3M melanoma. AID 1794766. actives 5.8% (n = 78,000)
UACC-62 = UACC-62 melanoma | actives 5.4% (n = 81,000)
T-47D = T-47D breast cancer | actives 5% (n = 79,000)
SK-MEL-2 = SK-MEL-2 melanoma. actives 4.7% (n = 77,000)
HS 578T = HS 578T breast cancer; actives 4.1% (n = 78,000); AID 1794788
BT-549 = BT-549 breast cancer. actives 4.4% (n = 78,000). AID 1794793
UACC-257 = UACC-257 melanoma | actives 4.4% (n = 78,000) | AID 1794764
An asterisk follows results filed as active; . = no result given; & = joins results of further samples; [ ] = another dose, or the depositor's remark. How the source made its calls: active means growth percent below 10; inactive means the rest. Hits appear at their usual frequency. About 11% of those tested had a hit in this group.

SMILES	LOX IMVI	MALME-3M	UACC-62	T-47D	SK-MEL-2	HS 578T	BT-549	UACC-257
O=C1c2cccc([N+](=O)[O-])c2C(=O)N1c1ccc([N+](=O)[O-])cc1	99	108	98	86	99	104	92	109
Cc1ccc(N=Nc2ccccc2)cc1	103	98	.	88	98	103	90	88
CC(=O)c1cc(C(=O)c2ccc3c(c2)Sc2ccccc2N3)c2cc(C)ccn12	17	68	30	62	36	15	-14*	.
COc1cccc(Cn2cc(C(=O)Nc3cccnc3Nc3ccc(OC)c(OC)c3)nn2)c1	92	110	91	87	117	108	105	108
O=C(Nc1ccc(C(F)(F)F)cc1)Nc1ncccc1OCc1ccccc1	.	83	73	.	97	90	100	96
Nc1ccc(CCCC(=O)NCc2cccnc2)cc1	107	103	98	101	94	106	114	92
Cn1c2c(c3ccc(Cl)c(Cl)c31)C(C#N)C1(CCCC1)NC2=O (configuration not stated)	80	128	90	91	96	93	62	.
COc1cc(-c2cc(N)n(-c3nc4ccccc4[nH]3)n2)c(OC)c2c1OCO2	104	103	91	76	86	113	118	97
CCCCC(=O)Nc1nc2ccc(SCCC)cc2s1	43	50	43	48	50	49	41	67
CCOC(=O)C1=C(C)O/C(=C/c2ccc(OC)cc2)C1=O	104	100	106	94	113	100	107	106
c1ccc(Oc2nc(Oc3ccccc3)c3ccccc3n2)cc1	94	125	89	81	102	95	88	104
NC[C@@H]1CCN(c2cc3c(cc2F)c(=O)n(N)c(=O)n3Cc2ccc(-c3ccccc3)cc2)C1	79	121	95	89	94	83	69	112
CCC(=O)c1ccc2c(c1)N(CCCN1CCN(CCO)CC1)c1ccccc1S2	69	96	59	81	106	73	80	18
O=C1NC(=O)c2c1c1c3ccccc3[nH]c1c1oc3cc(Br)ccc3c21	60	87	49	28	97	77	81	96
N#Cc1ccc(/C=N/NC(=O)c2[nH]c3ccc(Br)cc3c2-c2ccccc2)s1	.	50	23	59	30	23	-11*	41
[O-][n+]1cccc2cccc(O)c21	91	.	93	92	103	101	108	110
CC1(C)NC2=C(C(Nc3cccnc3)N1)C(c1ccccc1Cl)C(C(=O)c1ccc(N=[N+]=[N-])cc1)O2 (configuration not stated)	.	91	98	98	111	105	95	98
C[N+]1(C)CCC(c2ccccc2)(c2ccccc2)C(=O)C1	.	90	102	101	90	.	117	91
COc1cc2c(c3c1c(=O)c1cccc(F)c1n3C)C=CC(C)(C)O2	89	76	76	89	113	101	100	.
C#CCNc1nc(NN2C(=O)c3cccc4cccc(c34)C2=O)nc(N2CCOCC2)n1	78	100	98	91	100	81	86	107
N#C/C(=C\c1cccnc1)c1ccc(Br)cc1	92&80	149&124	96&89	93&97	100&94	106&110	90&100	95&96
N=c1c2ccccc2nnn1-c1ccccc1[N+](=O)[O-]	89	107	96	84	109	98	83	93
COc1ccc2sc(NCN3N=C(C)CC3=O)nc2c1	.	97	98	99	.	105	117	113
COc1cc(/C(=C2/O[C@@H]([C@H]3COC(C)(C)O3)[C@H]3OC(C)(C)O[C@@H]23)c2ccc3ccccc3c2)cc(OC)c1OC	46	-25*	46	.	-50*	.	22	46
C[C@@H](Oc1cc(C(=O)Nc2ccc(C(=O)N3CCN(C)CC3)cc2)nnc1N)c1c(Cl)ccc(F)c1Cl	33	65	62	59	.	.	72	61

The last four compounds of the section above open the next one.
SMILES	LOX IMVI	MALME-3M	UACC-62	T-47D	SK-MEL-2	HS 578T	BT-549	UACC-257
N=c1c2ccccc2nnn1-c1ccccc1[N+](=O)[O-]	89	107	96	84	109	98	83	93
COc1ccc2sc(NCN3N=C(C)CC3=O)nc2c1	.	97	98	99	.	105	117	113
COc1cc(/C(=C2/O[C@@H]([C@H]3COC(C)(C)O3)[C@H]3OC(C)(C)O[C@@H]23)c2ccc3ccccc3c2)cc(OC)c1OC	46	-25*	46	.	-50*	.	22	46
C[C@@H](Oc1cc(C(=O)Nc2ccc(C(=O)N3CCN(C)CC3)cc2)nnc1N)c1c(Cl)ccc(F)c1Cl	33	65	62	59	.	.	72	61
O=C(N/N=C\c1ccccc1O)C1CC1	.	.	102	87	103	115	112	95
CCOC(=O)C(C)(C)N	96	112	115	107	81	158	.	93
CC(C)[C@H](N)C(=O)OCC(CO)OCn1cnc2c(=O)[nH]c(N)nc21 (some centres not stated)	105	107	95	104	.	109	108	100
COc1ccc(CN2C(=O)Cc3ccccc3-n3nc(C(C)(C)C)cc32)cc1	87	96	74	81	101	90	82	104
O=c1[nH]c2ccccc2n1C1=CCNCC1	97	136	97	101	.	122	.	120
COC(=O)Cn1c(-c2ccc(C)cc2)nc2cc3nc4ccccc4nc3cc21	93	91	100	66	89	102	81	100
CS(=O)(=O)c1ccc(-c2cnc3ccc(-c4cccc(S(C)(=O)=O)c4)nn23)cc1	12	35	29	19	48	10	23	58
CN(C)CCOC(=O)Nc1nc2ccc(Sc3ccccc3)cc2[nH]1	32	49	42	23	.	.	48	49
Cc1ccc(S(=O)(=O)/C(C#N)=C/NC(=S)Nc2ccc(S(N)(=O)=O)cc2)cc1	99	.	100	94	110	101	103	94
CC1=N/C(=C\c2ccc(F)cc2)C(=O)N1CCc1ccc(S(=O)(=O)NC(=S)NCc2ccccc2)cc1	82	74	49	66	81	57	79	83
O=c1cc(-c2ccccc2)oc2cc(OCc3cn(Cc4ccc(F)cc4)nn3)cc(OCc3cn(Cc4ccc(F)cc4)nn3)c12	35	15	30	41	49	21	19	46
O=[N+]([O-])c1ccc(C(S(=O)(=O)Cc2ccccc2)S(=O)(=O)Cc2ccccc2)cc1	92	72	90	89	100	101	100	91
CCNC(=O)Oc1ccc(/C(=C(/C)c2ccccc2)c2ccc(OCCN3CCCC3)cc2)cc1	18	30	83	52	93	78	70	-3.9*
C[C@@H](Oc1cc(-c2cnn(C3CC4(CCCNC4)C3)c2)cnc1N)c1c(Cl)ccc(F)c1Cl (some centres not stated)	-73*	-65*	14	20	-48*	30	73	-87*
CCCCN(CCC#N)CCCC	108	96	96	114	121	101	94	103
S=c1cc(-c2ccccc2)ss1	114	119	96	92	113	116	100	96
O=c1c2cc3c(=O)n(-c4ccccc4)c(=O)c3cc2c(=O)n1-c1ccccc1	90	106	113	106	111	114	78	104
O=C(CN1CCN(c2ncnc3c2cnn3-c2ccccc2)CC1)Nc1ccc(Cl)cc1	40	-56*	45	27	34	65	39	50
CCc1c(Cl)nc(N)nc1Cl	97	95	100	103	96	109	104	103
C=CC(=O)Nc1cccc(Nc2nc(SC)nc(-c3cccc(N)c3)c2C#N)c1	96	101	86	79	99	98	98	103
CC(C)CNc1c(F)cc(C(=O)NC2CCCCC2)c(F)c1F	93	96	68	76	96	93	94	93
c1ccc2c(c1)CCCC2C1=NCCN1 (configuration not stated)	102	111	.	.	96	118	93	116
O=S(=O)(NCC1CCCO1)C1CC(Cl)CC(Cl)C1 (configuration not stated)	98[50 µM]	90[50 µM]	76[50 µM]	88[50 µM]	104[50 µM]	96[50 µM]	90[50 µM]	97[50 µM]
O=c1[nH]c2ccccc2c(O)c1-c1ccccc1	97	109	100	96	102	105	112	100
O=C1/C(=C\c2cccn2C(=O)c2ccc(Cl)s2)c2ccccc2N1c1c(Cl)cccc1Cl	84	104	65	26	79	93	95	79

Grouped by structure: those above with a cyano group
SMILES	LOX IMVI	MALME-3M	UACC-62	T-47D	SK-MEL-2	HS 578T	BT-549	UACC-257
Cn1c2c(c3ccc(Cl)c(Cl)c31)C(C#N)C1(CCCC1)NC2=O (configuration not stated)	80	128	90	91	96	93	62	.
N#Cc1ccc(/C=N/NC(=O)c2[nH]c3ccc(Br)cc3c2-c2ccccc2)s1	.	50	23	59	30	23	-11*	41
N#C/C(=C\c1cccnc1)c1ccc(Br)cc1	92&80	149&124	96&89	93&97	100&94	106&110	90&100	95&96
Cc1ccc(S(=O)(=O)/C(C#N)=C/NC(=S)Nc2ccc(S(N)(=O)=O)cc2)cc1	99	.	100	94	110	101	103	94
CCCCN(CCC#N)CCCC	108	96	96	114	121	101	94	103
C=CC(=O)Nc1cccc(Nc2nc(SC)nc(-c3cccc(N)c3)c2C#N)c1	96	101	86	79	99	98	98	103

Next compounds follow:
SMILES	LOX IMVI	MALME-3M	UACC-62	T-47D	SK-MEL-2	HS 578T	BT-549	UACC-257
Cc1ccc(C2Oc3ccccc3C3CC(c4cccs4)=NN32)cc1 (configuration not stated)	94	95	96	95	98	87	87	99
CCCC(=O)CC(=O)c1ccccc1	98	107	103	96	79	106	101	81
Cc1cc(C)c(N2C(=O)CC(Nc3ccccc3F)C2=O)c(C)c1 (configuration not stated)	.	88	93	98	109	102	97	95
c1ccc(CNc2cccnc2)cc1	101	103	101	93	95	110	102	93
CCN(CC)c1cc(/C=C/c2ccc(Cl)cc2)nc2cc(Cl)c(Cl)cc12	98	91	83	77	99	105	84	78
Cc1oc(-c2ccc(Cl)cc2)cc1C(=O)Nc1nccs1	.	103	80	49	101	93	94	104
CCn1cc(C(=O)O)c(=O)c2cc(F)c(N3CCN(C=O)C(C)C3)c(F)c21 (configuration not stated)	94	105	93	104	104	100	110	101
CCCn1c(O)c(N=Nc2nc(-c3cc4ccccc4oc3=O)cs2)c2cc(Br)ccc21	84	88	94	99	102	83	113	107
CCOC(=O)c1ccc(NS(C)(=O)=O)cc1	108	112	97	100	113	100	103	96
O=C(O)CCCCSCCCCC(=O)O	109	101	109	87	93	104	110	90
CCOC(=O)c1[nH]cnc1/N=N/N(C)CCO	95	97	91	106	114	94	96	105
COc1ccc(C2C=C(C)N=C3SC(C)=NN32)cc1OC (configuration not stated)	100	.	100	98	134	99	107	104
COc1ccc(/C=C/C(=O)Nc2ccccc2C(=O)N2CCCC2)cc1OC	98	116	92	87	90	93	108	75
O=C(NNCc1ccccc1)c1ccccn1	111	137	96	105	100	.	102	98
NC(N)=Nc1ccc2ccccc2c1	94	99	96	85	97	96	93	79
Cc1nc2sc(C(=O)Nc3cccc4c3OCCO4)c(N)c2cc1C(C)O (configuration not stated)	33	47	22	-13*	17	33	56	56
O=S(=O)(O)c1ccc2c(O)cc(S(=O)(=O)O)cc2c1	.	106	106	116	107	.	123	97
O=C1c2cccc3c(NC4CCCCC4)ccc(c23)C(=O)N1c1cccc(-c2nn(-c3ccccc3)cc2-c2nc3ccccc3s2)c1	90	111	93	106	102	103	131	118
O=C1/C(=C/c2cc(F)cc(F)c2)Cc2cc3c(cc21)OCO3	39	38	24	48	44	47	35	74
CC(C)(C)c1c(C#N)nnc2cc(-c3ccccc3)nn12	99	76	76	.	84	84	70	65
O=C1c2ccccc2C(=O)N1CCO	92&102	102	109&102	94&96	87&103	105&102	100&104	96&103
Nc1ncc(Br)cn1	100	112	96	109	122	106	.	102
CCN1CCN(C(C(=O)NCCc2c[nH]c3ccccc23)c2c[nH]c3ccccc23)C(=O)c2ccccc2C1=O (configuration not stated)	91	93	82	87	92	89	101	104
CC1=C(NCCCN2CCCC2)C(=O)c2c(OCc3ccccc3)cccc2C1=O	88	118	104	74	.	98	78	96
COC(=O)c1ccc(N=C=O)cc1	96	102	106	91	94	127	99	97
(continued)
SMILES	LOX IMVI	MALME-3M	UACC-62	T-47D	SK-MEL-2	HS 578T	BT-549	UACC-257
C=CCCSC(C)=O	96	.	96	100	.	113	95	112
CCCC(O)C(CC)CO (configuration not stated)	109	.	117	112	.	108	110	105
CCCCCCCCn1cc[n+](C)c1 (tested in a mixture with another compound)	69	80	85	80	83	114	68	79
CCOc1c(C#N)c(Nc2ccc(S(N)(=O)=O)cc2)c(C#N)c(=O)n1C(C)=O	97	102	94	106	104	110	100	101
CC1Cc2cccc3ccc(=O)n(c23)C1 (configuration not stated)	107	106	97	119	103	99	102	109
CC(C)c1ccc(/C=C/C(=O)Nc2ncc(Cc3ccccc3Cl)s2)cc1	22	94	24	47	90	90	99	62
CCCSc1nc(Nc2ccc(S(N)(=O)=O)cc2)c(C#N)c(-c2cc(OC)c(OC)c(OC)c2)n1	5.1*	-2.8*	21	-11*	43	31	17	42
COc1cc2c(c(OC)c1OC)=NC(=O)/C(=C\c1sc(Nc3ccc(S(N)(=O)=O)cc3)nc1O)C=2	96	57	91	92	104	99	95	97
Fc1ccc(Cc2ccc(F)cc2)cc1	98	106	101	101	111	114	128	108
C=CCNc1nnc(CN2CCN(c3cc4c(cc3F)c(=O)c(C(=O)O)cn4C3CC3)CC2)o1	86	95	102	95	102	93	101	108
O=C1Nc2ccc(C(=O)O)cc2/C1=N/c1nnc(Sc2ccccc2)s1	96	113	99	103	112	97	123	107
NC(N)=NC(N)=NCc1ccco1	98	126	105	101	114	105	117	.
Cc1cc(C)c(N=Nc2cc(C)c(N)cc2C)c(S(=O)(=O)O)c1	94	97	90	77	98	95	103	101
CCSc1nc(N)c2c(-c3ccc(Cl)cc3)c3c(nc2n1)C(C)CCC3 (configuration not stated)	92	96	78	61	92	86	101	99
COc1ccc(-c2cc(-c3ccc4c(c3)OCO4)n3c(n2)nc2ccccc23)cc1	84	106	83	72	98	100	93	103
CCN(CC)CC(O)CNCc1ccccc1 (configuration not stated)	100	97	103	96	83	118	90	101
NC(=O)C1(Nc2ccccc2)CCCC1	104	113	107	110	129	145	114	127
CC[C@]1(O)CC2CN(CCc3c([nH]c4ccccc34)C(C(=O)OC)(c3cc4c(cc3OC)N(C=O)[C@H]3[C@@](O)(C(=O)OC)[C@H](OC(C)=O)[C@]5(CC)[C@@H]6C[C@@H]6CN6CC[C@]43[C@@H]65)C2)C1 (some centres not stated)	27	34	37	72	12	-2.3*	-2.7*	53
CC(C)(C)OC(=O)NS(=O)(=O)N(c1cccc(F)c1)C1CCN(C(=O)OC(C)(C)C)CC1	95	105	98	93	134	104	106	111
CCC(CC)=NOC(=O)Nc1ccccc1	97	85	105	87	102	111	104	98
Fc1ccc(C2=NN(c3cc(Cl)cc(Cl)c3)C(c3sc(Cl)nc3Cl)C2)cc1 (configuration not stated)	.	101	95	102	107	99	109	100
